Bioassay records as filed in PubChem BioAssay.
CaV13 FRET inh: Disruptors of the CACNA1D IQ motif to Ca2+-dependent inactivation inhibitor domain association, primary screening, Förster resonance energy transfer in intact living …; AID 743397; 340,000 compounds, 0.098% hits; inhibition, % at 12.3 µM; HEK cells, CFP/YFP FRET ICDI-IQ, plate reader, 10 min; percent FRET-ratio fall versus neutral wells;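 active = mean replicate inhibition of at least 30% and at least 1% of replicates passing that level; inconclusive = only one of the two criteria is met; inactive = neither criterion is met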;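 note: 0% = median of the neutral control wells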
aDG glyco up: increases alpha dystroglycan glycosylation. activation, % at 10 µM. Pro5-aDG cells, alpha-DG glycosylation AlphaScreen (IIH6); 0% Pro5, 100% B10-LARGE cell signal. 360,000 compounds, 0.22% hits;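 active = activation of at least 8% versus controls, or a plate z-score of at least 8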;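 note: Pro5 are CHO cells carrying HIG-tagged alpha-DG that lacks glycosylation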
Cardio protect: myocardial damage modulation in H9c2 cells. H9c2 cardiomyocytes, H2O2 injury protection, ATPLite, 2 h. protection from H2O2 cell death, % at 20 µM. 360,000 compounds, 0.63% hits. AID 588492;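 active = compounds giving at least 50% protection of heart cells from peroxide-induced death in the single-dose screen, raw or plate-pattern-corrected value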;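 note: 0% = DMSO wells with peroxide and 100% = DMSO wells without peroxide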
m5-HT2A agonist: agonists of mouse serotonin 5-HT2A receptor (HTR2A); CHO-K1 mHTR2A beta-arrestin complementation, luminescence; percent of 30 µM serotonin response; activation, % at 7.6 µM; 360,000 compounds, 0.66% hits; AID 624169;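 active = activation above a run cutoff, the mean activation of all tested compounds plus 3 SD, cut at about 14% in these data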;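 note: 0% = plate median of compound wells and 100% = 30 µM serotonin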
MC4R ag barr: activates human MC4R beta-arrestin recruitment; P32245; U2OS MC4R beta-arrestin complementation, luminescence; percent of melanotan II response, DMSO zero; activation, % at 8.9 µM; 360,000 compounds, 0.98% hits; AID 540308;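 active = activation above a per-plate cutoff, the mean activation of sample wells on that plate plus 3 SD, cut at about 8% in these data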
N-glyco inh: N-linked glycosylation inhibition; 360,000 compounds, 0.23% hits; D54 ERlucT glycosylation luciferase reporter, 24 h; percent of 100 nM tunicamycin response; AID 588692; reporter increase, % at 12.5 µM;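 active = mean luciferase reporter signal, scaled so untreated is 0 and the glycosylation-blocking control 100, at or above a set limit in every replicate; inconclusive = mean reaches the limit but not every replicate does; inactive = mean below the limit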;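 note: luciferase carries N-glycosylation sites so blocking glycosylation raises the light; 0% = median of neutral control wells and 100% = median of 100 nM tunicamycin wells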
Vif imaging: blocks HIV Vif function | HEK293T cells, Vif self-association by quenched fluorescence, imaging, 24 h | inhibition, % at 7.49 µM | 340,000 compounds, 0.35% hits | AID 602346; in the data active = inhibition above about 50%, passing the limit was not always enough; inconclusive = no clear call, values can overlap the other calls; inactive = below about 31%; note: some results filed as inactive read as strong as hits
PDI inh: PDI (human) enzyme inhibition | PDI insulin aggregation turbidity, A650, 90 min | inhibition, % at 10 µM | 350,000 compounds, 0.052% hits | AID 588391;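 active = mean inhibition across replicates of 30% or more, whatever share of single replicates reach that level; inconclusive = mean inhibition below 30% while every single replicate reaches 30%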;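 note: absorbance from insulin aggregation driven by PDI reduction with DTT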
ABCB6 inh MLPCN: human ABCB6 transporter inhibition. K562-ABCB6 porphyrin accumulation, flow cytometry, 1 h; hits give low values. fluorescence ratio to DMSO, % at 10 µM. 360,000 compounds, 0.19% hits. AID 602162;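 active = fluorescence ratio to DMSO below 75%, the collection mean minus 3 SD; inconclusive = too few cells collected in the well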;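 note: signal is porphyrin accumulated inside mitochondria; 100% equals median channel fluorescence of DMSO control wells; lower ratio means ABCB6 inhibition with less porphyrin fluorescence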
Target sequence (Q9NP58 whole entry, looked up): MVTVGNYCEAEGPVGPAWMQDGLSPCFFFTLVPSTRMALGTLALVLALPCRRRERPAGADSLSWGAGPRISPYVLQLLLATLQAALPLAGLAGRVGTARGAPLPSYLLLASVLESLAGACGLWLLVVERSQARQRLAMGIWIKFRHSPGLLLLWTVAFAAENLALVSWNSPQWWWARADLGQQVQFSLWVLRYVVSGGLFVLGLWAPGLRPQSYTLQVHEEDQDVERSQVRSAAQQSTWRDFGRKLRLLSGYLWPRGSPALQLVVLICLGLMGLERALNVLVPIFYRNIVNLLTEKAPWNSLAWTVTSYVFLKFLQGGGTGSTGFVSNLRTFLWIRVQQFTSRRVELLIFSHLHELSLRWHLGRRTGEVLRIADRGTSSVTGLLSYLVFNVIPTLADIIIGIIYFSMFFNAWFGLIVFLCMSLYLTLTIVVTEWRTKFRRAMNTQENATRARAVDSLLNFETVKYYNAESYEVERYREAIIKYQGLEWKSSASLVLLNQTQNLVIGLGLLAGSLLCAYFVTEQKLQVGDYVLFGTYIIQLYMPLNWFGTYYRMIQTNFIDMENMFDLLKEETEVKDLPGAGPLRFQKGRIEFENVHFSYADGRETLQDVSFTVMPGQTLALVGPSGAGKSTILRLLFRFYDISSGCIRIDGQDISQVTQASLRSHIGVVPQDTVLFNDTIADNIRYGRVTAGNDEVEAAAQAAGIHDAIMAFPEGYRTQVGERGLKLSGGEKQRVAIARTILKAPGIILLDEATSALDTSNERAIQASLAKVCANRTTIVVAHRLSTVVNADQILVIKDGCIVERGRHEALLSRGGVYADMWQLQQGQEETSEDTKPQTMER
MC4R antagonist: human MC4R antagonism in cAMP assay; MC4R-expressing cells, MTII-stimulated cAMP, LANCE TR-FRET; inhibition, % at 6.5 µM; 360,000 compounds, 0.48% hits;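 active = inhibition above its plate's cutoff, the mean of tested wells on that plate plus 3 SD, cut at about 29% in these data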;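 note: 0% = Melanotan II alone and 100% = Melanotan II plus saturating MCL0020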
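System: U2OS cells stably expressing human melanocortin 4 receptor (MC4R). Reagent: Melanotan II challenge after compound preincubation. Doses: 6.5 µM. Times: 30-min compound, 1-h challenge, 1-h detection, room temperature. Measured by: TR-FRET with Eu-cAMP and labeled anti-cAMP, 671 nm. Replicates: singlicate.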
* = called active by the depositor; ? = inconclusive; / = no result given. Compounds were not picked by outcome; overall some 3.6% were active at least once.

Fields – CaV13 FRET inh	aDG glyco up	Cardio protect	m5-HT2A agonist	MC4R ag barr	N-glyco inh	Vif imaging	PDI inh	ABCB6 inh MLPCN	MC4R antagonist
> Cn1c(-c2ccc(F)cc2)cnc1NCc1ccccc1
    -7.8	0.2	7.6	-7.7	0.4	5.0	0.8	-0.3	97.0	-5.5
> CN(C(=O)CSc1nc2c(c(=O)[nH]1)CCCC2)C1CCCCC1
    -6.0	0.1	62.6*	-4.6	0.3	0.0	?	3.4	110.0	-0.2
> O=C(CSc1nnc(-c2ccccc2Br)o1)N1CCc2ccccc2C1
    /	-0.1	-0.3	-5.5	0.5	0.8	1.5	-5.7	95.0	17.3
> COc1cc(NC(=S)N2CCCCC2C)cc(OC)c1OC (configuration not stated)
    -4.9	-0.4	5.7	2.8	-0.8	1.6	/	0.9	102.0	-0.1
> Cc1nn(Cc2ccccc2Cl)c2sc(C(=O)NCc3ccc4c(c3)OCO4)cc12
    -6.1	-0.3	-1.4	-1.2	-0.5	-3.5	32.1	3.3	101.0	-4.4
> O=C(O)c1cccc(NS(=O)(=O)c2cccc3nsnc23)c1
    -6.5	0.2	0.6	3.1	-0.6	-0.8	22.5	5.4	103.0	3.5
> O=C(CN1C(=O)c2cccc3cccc1c23)NCc1cccnc1
    /	0.0	2.8	-2.4	-0.1	-0.5	-7.0	22.4	93.0	2.4
> NC(c1csc(Nc2ccc(C(=O)NCCO)cc2)n1)C1CCCCC1 (configuration not stated)
    -10.6	-0.1	0.6	7.8	-1.1	-0.2	1.4	3.5	91.0	-0.6
> Cc1cc(C)c2cc(CN(Cc3nnnn3C3CCCCC3)CC3CCCO3)c(=O)[nH]c2c1 (configuration not stated)
    -7.5	0.0	29.3	7.9	2.5	-3.0	-4.6	-9.9	97.0	5.0
> O=S1(=O)N[C@@H](Cc2ccccc2)COc2ccc(Cl)cc21
    -6.3	0.0	-0.2	-5.7	-1.2	-0.6	-3.2	1.0	94.0	-0.4
> COc1ccc(C(=O)N/N=C(\C)CC(=O)Nc2ccccn2)cc1OC
    -2.1	0.1	-3.0	-9.1	0.1	-0.7	21.9	3.0	100.0	9.6
> O=C(c1cccc(S(=O)(=O)N2CCN(c3ccccc3)CC2)c1)N1CCCC(C(F)(F)F)C1 (configuration not stated)
    -2.0	3.2	-13.6	5.6	-2.1	-1.6	2.8	-3.1	93.0	0.9
> CC(=O)/C(=N\Nc1ccccc1Cl)Sc1cccc2cccnc12
    -7.2	0.6	-8.0	-6.0	-5.2	-2.0	0.3	-13.3	100.0	-5.0
> O=C1Nc2ccccc2/C1=C/C(=O)c1cccs1
    -1.0	-0.2	11.6	0.4	-0.8	17.3	6.2	11.4	95.0	-2.3
> Cc1c(C)c2ccc(OCC(=O)N(C)C3CCS(=O)(=O)C3)c(C)c2oc1=O (configuration not stated)
    -14.5	-0.1	1.1	-1.8	0.2	-2.6	4.4	1.3	101.0	12.7

Laid out differently: entries from further up
| canonical_smiles | CaV13 FRET inh | aDG glyco up | Cardio protect | m5-HT2A agonist | MC4R ag barr | N-glyco inh | Vif imaging | PDI inh | ABCB6 inh MLPCN | MC4R antagonist |
| --- | --- | --- | --- | --- | --- | --- | --- | --- | --- | --- |
| Cc1cc(C)c2cc(CN(Cc3nnnn3C3CCCCC3)CC3CCCO3)c(=O)[nH]c2c1 (configuration not stated) | -7.5 | 0.0 | 29.3 | 7.9 | 2.5 | -3.0 | -4.6 | -9.9 | 97.0 | 5.0 |
| O=S1(=O)N[C@@H](Cc2ccccc2)COc2ccc(Cl)cc21 | -6.3 | 0.0 | -0.2 | -5.7 | -1.2 | -0.6 | -3.2 | 1.0 | 94.0 | -0.4 |
| COc1ccc(C(=O)N/N=C(\C)CC(=O)Nc2ccccn2)cc1OC | -2.1 | 0.1 | -3.0 | -9.1 | 0.1 | -0.7 | 21.9 | 3.0 | 100.0 | 9.6 |
| O=C(c1cccc(S(=O)(=O)N2CCN(c3ccccc3)CC2)c1)N1CCCC(C(F)(F)F)C1 (configuration not stated) | -2.0 | 3.2 | -13.6 | 5.6 | -2.1 | -1.6 | 2.8 | -3.1 | 93.0 | 0.9 |
| CC(=O)/C(=N\Nc1ccccc1Cl)Sc1cccc2cccnc12 | -7.2 | 0.6 | -8.0 | -6.0 | -5.2 | -2.0 | 0.3 | -13.3 | 100.0 | -5.0 |
| O=C1Nc2ccccc2/C1=C/C(=O)c1cccs1 | -1.0 | -0.2 | 11.6 | 0.4 | -0.8 | 17.3 | 6.2 | 11.4 | 95.0 | -2.3 |
| Cc1c(C)c2ccc(OCC(=O)N(C)C3CCS(=O)(=O)C3)c(C)c2oc1=O (configuration not stated) | -14.5 | -0.1 | 1.1 | -1.8 | 0.2 | -2.6 | 4.4 | 1.3 | 101.0 | 12.7 |

More results:
Fields – CaV13 FRET inh	aDG glyco up	Cardio protect	m5-HT2A agonist	MC4R ag barr	N-glyco inh	Vif imaging	PDI inh	ABCB6 inh MLPCN	MC4R antagonist
> COc1cc(S(=O)(=O)Nc2ccc(C)cc2)ccc1N=Cc1c(C)c(C#N)c(=O)n(C)c1O
    -11.0	-0.2	-5.8	-1.8	-1.6	0.7	10.0	4.9	99.0	-8.9
> Cc1cc(C)n2cc(CSc3nnnn3-c3ccccc3C)nc2n1
    -3.5	0.2	2.6	-5.2	-1.6	-1.5	-2.1	-4.2	91.0	13.8
> COc1ccc(-c2ccc(CN3C(CC(C)C)C(=O)N(Cc4cn(CC5CCCCC5)nn4)CCS3(=O)=O)cc2)cc1 (configuration not stated)
    -10.2	0.1	-12.5	0.2	-0.2	-2.1	-1.1	2.6	99.0	17.0
> CCOc1ccc(OCC)c(NC(=O)CCS(=O)(=O)c2ccc(Br)s2)c1
    -4.7	-0.1	-11.4	2.1	-2.7	-1.0	1.8	-5.0	99.0	-0.7
> CN(C)CCNc1nc(-c2ccccc2)c2c(c1C#N)CC(C)(C)OC2
    -7.4	0.4	-3.9	-3.1	0.7	-1.1	5.9	-1.8	108.0	-5.7
> Cn1c(SCc2cccc3ccccc23)nnc1-c1ccco1
    -6.7	0.6	-2.1	-6.2	-2.9	8.5	3.3	-11.4	99.0	12.7
> Cc1cccc(OCc2nc(-c3ccccn3)n[nH]2)c1
    /	0.6	25.5	5.1	0.6	0.7	3.4	0.6	97.0	18.6
> CCOc1cc(C(c2c(O)nc(SC)[nH]c2=O)c2c(O)nc(SC)[nH]c2=O)ccc1O
    -19.1	0.0	2.2	6.0	1.0	0.6	-0.8	-6.1	98.0	-0.7
> CCOC(=O)[C@]12CCC=C1N(Cc1cccc3ccccc13)C(=O)[C@H](CC(=O)NCc1cccc3ccccc13)C2
    -18.9	0.0	/	3.4	/	/	/	/	104.0	/
> c1cncc(-c2nc(-c3ccc4c(c3)OCCO4)cs2)c1
    -19.8	-0.1	-10.3	-3.2	-0.3	-8.4	3.6	3.5	91.0	1.3
> CC(NC(=O)COC(=O)c1ccc2ccccc2n1)C1CC2CCC1C2 (configuration not stated)
    -6.9	-0.2	4.5	6.1	-4.0	1.8	2.8	-5.0	95.0	2.6
> CCOC(=O)CSc1nc(N2CCOCC2)c2c(c1C#N)CC(C(C)C)OC2 (configuration not stated)
    -16.7	0.0	-4.0	0.3	2.3	0.8	4.4	-9.7	97.0	28.7*
> O=C(Nc1cnn(Cc2ccc(Cl)c(Cl)c2)c1)c1nc2ncccn2n1
    -5.2	-0.1	11.1	1.8	0.5	5.0	-1.0	-4.1	112.0	3.2
> Cc1ccnc(SCCn2c(N3CCC(C)CC3)nc3c2c(=O)[nH]c(=O)n3C)n1
    -3.9	-0.2	4.4	2.1	-1.4	0.5	-5.2	/	96.0	9.4
> O=C1C2C3C=CC(CC3)C2C(=O)N1/N=C/c1c[nH]c2ccccc12 (configuration not stated)
    7.6	-0.3	-13.9	2.9	-1.2	0.0	-3.5	4.6	96.0	-2.5
> C[C@@H](NC(=O)Cn1cnc2c(NCc3ccccc3)ncnc21)c1cccc2ccccc12
    -6.2	1.0	13.8	-0.6	-1.6	-1.3	/	-1.5	102.0	3.7
> Fc1ccc(C2CC(c3ccccc3)Nc3ncnn32)cc1 (configuration not stated)
    -2.4	0.0	-7.1	-1.3	0.8	-1.9	5.2	/	106.0	5.8
> O=C(NCC1CCCO1)C1CC(=O)N(c2ccccc2)C1 (configuration not stated)
    -3.2	0.1	-4.2	10.2	1.1	2.3	-6.0	-13.7	97.0	4.2
> NC(=O)C1(N2CCCCC2)CCN(C(=S)Nc2cc(F)cc(F)c2)CC1
    -4.9	0.0	-3.0	-0.3	-1.4	0.2	/	0.6	97.0	-2.1
> O=C(OCCN1C(=O)c2ccccc2C1=O)[C@@H]1CC(O)CN1S(=O)(=O)c1ccccc1[N+](=O)[O-] (some centres not stated)
    -2.7	0.0	-6.2	3.5	-0.4	0.1	-12.6	23.1	90.0	-3.2
> O=C(Nc1cccc(S(=O)(=O)NC2=NCCC2)c1)c1cc(Cl)ccc1[N+](=O)[O-]
    /	-0.2	-4.9	-3.0	-3.3	1.9	-0.3	-1.2	102.0	5.6
> O=C(NCc1ccco1)/C(=C\c1ccccc1)NC(=O)c1ccccc1
    -3.2	0.0	-1.8	1.8	-0.7	-0.8	20.7	2.0	100.0	4.9
> COc1ccccc1NC(=O)Cc1nnc(SCC(=O)Nc2ccc(F)cc2F)n1C
    -5.3	0.1	-2.7	-1.3	-1.7	-0.6	11.7	-10.9	91.0	5.9
> Cc1cccc(NC(=O)COC(=O)c2cccc3c2C(=O)c2ccccc2C3=O)c1C
    -3.2	0.3	47.2	12.1	-1.1	1.1	-3.3	1.7	94.0	10.4
> CC[n+]1c(/C=C/N(C)c2ccccc2)oc2ccccc21
    -2.8	0.1	-6.4	-1.8	-1.8	2.9	-14.2	-25.1	138.0	-3.6
> O=C(CSc1n[nH]c(-c2ccccc2)n1)N1CCOCC1
    -5.1	-0.1	-4.2	8.0	-0.9	1.4	-1.0	1.2	97.0	5.8
> CCOC(=O)c1cc(-c2ccc(N3C(c4ccsc4)=Cc4ccccc4C3CC(C)=O)cc2)cc([N+](=O)[O-])c1 (configuration not stated)
    -6.0	-0.6	/	8.0	/	/	/	/	97.0	/
> Cc1cc(/C=N/NC(=O)CC2(C)OCCO2)c(C)n1-c1cc(Cl)cc(Cl)c1
    -5.1	0.2	10.6	4.9	1.2	-0.5	-0.5	2.4	102.0	26.0
> O=C(CSC1=NCCS1)NC(c1ccccc1)c1ccccc1
    -1.5	-0.3	-0.7	1.7	-1.0	-0.7	3.5	3.4	96.0	2.8
> C=CCN(C(=O)c1csnn1)C(C(=O)NC1CCCCC1)c1ccc(Cl)cc1 (configuration not stated)
    -5.1	-0.1	-1.1	11.8	2.3	-0.2	-12.6	-11.8	98.0	6.1
